EPAC2 agonist: agonists of human EPAC2 (RAPGEF4) | AID 720711 | Potency, µM (highest dose often 154 µM), inactives show at the highest dose activation, actives largely listed as activators | EPAC2 activation, biochemical qHTS; response scale: 100% = 6.5 mM cAMP response | hit rate 0.079% among 360,000; further: potency means the concentration at half of the fitted maximal effect; nearly all actives have a fitted effect of over 50% in size
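Fluorescence exchange assay: 100 nM EPAC2 with 250 nM RAP1B-BODIPY-GDP and 50 uM GDP; compounds tested as a concentration-titration series (qHTS). Loss of Rap1-bound BODIPY-GDP fluorescence read at 480/540 nm; data normalized to 6.5 mM cAMP.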
CCT modulator: cytosolic chaperonin activity modulation; purified chaperonin ATPase assay, HTRF ADP detection, 30 min; activity change, % (concentration not given with the values), hits read low; hit rate 0.3% among 360,000; AID 651819; in the data active means activity change below about -30%; further: on the % scale 0 is the no-effect control and ±100 the full control effect
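First, chaperonin was dispensed at 40 nM or 20 nM final depending on batch activity. Next, compounds were pinned at 76 uM and ATP added at 10 uM. After 30 min at 37 °C, ADP detection reagents ran 30 min at ambient temperature.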
DRD3 antagonist: antagonists of human D3 dopamine receptor | hit rate 2.5% among 360,000 | P35462 | D3R cells, DiscoveRx beta-arrestin luminescence, antagonist mode; hits give low values | max response, negative = inhibition, %; in the data active means max response below about -50%; inconclusive means no clear call, values can overlap the other calls; further: on the % scale 0 is the no-effect control and ±100 the full control effect; mostly tested at two doses, the higher about 12 µM
Target sequence (P35462 whole entry, looked up): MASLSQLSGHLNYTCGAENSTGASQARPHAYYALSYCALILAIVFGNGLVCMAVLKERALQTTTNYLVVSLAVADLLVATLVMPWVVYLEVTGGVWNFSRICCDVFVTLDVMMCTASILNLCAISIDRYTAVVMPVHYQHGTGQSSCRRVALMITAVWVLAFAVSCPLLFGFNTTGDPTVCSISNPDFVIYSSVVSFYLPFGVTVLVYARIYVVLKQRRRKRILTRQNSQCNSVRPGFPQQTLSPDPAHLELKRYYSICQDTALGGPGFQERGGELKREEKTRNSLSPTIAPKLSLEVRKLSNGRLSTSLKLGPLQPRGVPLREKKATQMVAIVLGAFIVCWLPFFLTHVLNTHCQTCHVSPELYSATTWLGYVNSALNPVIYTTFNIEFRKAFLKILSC
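Cells expressing the human receptor were seeded at 1500 cells/well, incubated overnight at 37 degrees C in 5% CO2, then exposed to library compounds with dopamine controls for 90 minutes at 37 degrees C before luminescent detection.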
EPAC2 antagonist: blocks human EPAC2 exchange factor. Q8WZA2. EPAC2 GEF exchange of Rap1B-BODIPY-GDP, fluorescence. Potency, µM (top dose mostly 114 µM), inactives show at the top dose activity, negative = inhibition, usual class: inhibitors. hit rate 0.18% among 360,000; further: potency means the concentration at half of the fitted maximal effect; on the % scale 0 is the no-effect control and ±100 the full control effect; nearly all actives have a fitted effect of over 45% in size; many of its hits are not listed in these tables
pAkt inh: blocks phosphorylation of Akt; Neuro2A IGF-stimulated pAkt S473 HTRF, 20 min; hits give low values; activity change, % for hits at 50 µM; hit rate 0.32% among 360,000; AID 651550; in the data active means activity change below about -80%; inconclusive means mostly about -51% to -80%; further: on the % scale 0 is the no-effect control and ±100 the full control effect
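Neuro2A cells in DMEM with 0.5% FBS, overnight at 37 deg C, given compound at single 50 µM final, then IGF (6 nM final) for 20 min at 37 deg C. Lysed; phospho-Akt Ser473 by HTRF after 24 h, 665/615 ratio.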
PTHR1 ag: PTHR1 (human) receptor agonism; Potency, µM (doses to about 115 µM), without a hit: at the highest dose activation, hits mostly activators; AID 743266; Q03431; HEK293 GP2 PTHR1 cells, GloSensor cAMP luminescence, 1 h; hit rate 0.075% among 410,000; further: potency means the concentration at half of the fitted maximal effect; nearly all actives have a fitted effect of over 55% in size; some results filed as inactive show a strong effect at the top dose; inactives centre near -15; many of its hits are not listed in these tables
Target sequence (Q03431 whole entry, looked up): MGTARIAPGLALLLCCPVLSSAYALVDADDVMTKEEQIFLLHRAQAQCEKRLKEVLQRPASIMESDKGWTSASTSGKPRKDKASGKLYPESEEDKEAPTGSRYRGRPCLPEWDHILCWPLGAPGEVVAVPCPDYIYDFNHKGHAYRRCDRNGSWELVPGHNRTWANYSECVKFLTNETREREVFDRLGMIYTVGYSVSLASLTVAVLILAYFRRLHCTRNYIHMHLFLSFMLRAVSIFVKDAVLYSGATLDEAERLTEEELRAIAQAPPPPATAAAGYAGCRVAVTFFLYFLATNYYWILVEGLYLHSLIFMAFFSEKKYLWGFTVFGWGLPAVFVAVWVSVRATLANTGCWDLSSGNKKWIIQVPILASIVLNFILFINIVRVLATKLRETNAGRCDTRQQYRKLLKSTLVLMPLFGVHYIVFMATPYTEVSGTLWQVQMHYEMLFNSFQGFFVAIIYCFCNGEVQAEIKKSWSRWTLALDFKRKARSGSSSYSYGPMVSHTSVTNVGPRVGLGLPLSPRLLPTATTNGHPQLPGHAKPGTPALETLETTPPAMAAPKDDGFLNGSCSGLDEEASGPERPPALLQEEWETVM
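HEK-293-derived GP2 cells expressing PTHR1 and a GloSensor cAMP reporter, 3,000/well, plated overnight, given luciferin plus IBMX (each 0.5 mM as added) for 1 h at 37 °C, then compound for 1 h at 37 °C. Luminescence was read after 15 min at room temperature.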
MmCpn inh: inhibitors of Methanococcus maripaludis chaperonin (MmCpn); hit rate 0.031% among 330,000; purified Mm-Cpn ATPase, ADP Transcreener TR-FRET; Potency, µM (series often up to 76.9 µM), inactives show top-dose activity, negative = inhibition, actives largely listed as inhibitors; further: potency means the concentration at half of the fitted maximal effect; on the % scale 0 is the no-effect control and ±100 the full control effect; nearly all actives have a fitted effect of over 80% in size
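25 nM Mm-CPN + cpd, 10 min 37°C; + 10 uM ATP, 30 min 37°C; buffer 30 mM Tris pH 7.4, 100 mM KCl, 5 mM MgCl2, 1 mM DTT; Transcreener ADP HTRF detection 30 min RT.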
D3 ag: activates the human D3 dopamine receptor; P35462; hit rate 0.58% among 410,000; D3R DiscoveRx beta-arrestin cells, luminescence, 90 min; max activation, %; in the data active means max activation above about 30%; further: 0% is about no effect; mostly tested at two doses, the higher about 12 µM
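Cells at 1500/well, incubated overnight, then treated with pinned compounds (dopamine as control) for 90 min at 37 degrees C. DiscoveRx reagent added for 30 - 60 minutes at room temperature; luminescence read.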
Numbers without * were called inactive; i = inactive; ? = inconclusive; . = not tested or not shown; [ ] = dose if it differs, or a comment. Unless noted, the call rests on the fitted dose curve; in most records, active means well fitted curve in the direction sought with a large enough effect; inconclusive means small, poorly fitted or top-dose-only effect, or another doubt; inactive means no such curve, though single readings can be large; an effect the other way counts as inactive or inconclusive. These rows are one share of the data; rates above refer to the full screens.

SMILES	EPAC2 agonist	CCT modulator	DRD3 antagonist	EPAC2 antagonist	pAkt inh	PTHR1 ag	MmCpn inh	D3 ag
COc1ccc(-c2noc(=O)n2Cc2ccc(C#N)cc2)cc1	9%	-0.8	-21	0%	i	i	2%	-16
O=C(CCn1nc(-c2ccc(Cl)cc2)c2ccccc2c1=O)NN1CCOCC1	7%	-2.5	-6	-3%	i	i	1%	1
CCOc1ccc(CCN2C(=S)N([C@@H](CC(C)C)CN3CCC[C@@H]3CN3C(=S)NC[C@@H]3CC(C)C)C[C@@H]2Cc2ccc(O)cc2)cc1	-5%	1.4	-28	-13%	i	i	.	-10
COc1ccc2[nH]c3nc(SCC(=O)Nc4cccc(NC(C)=O)c4)nnc3c2c1	6%	0.2	1	27%	i	-40%[inhibitor]	0%	1
COC(=O)c1sc(S(=O)(=O)NCCCN(C)C)c(C(=O)OC)c1C	4%	-6.1	14	13%	i	0%	-1%	-2
CC(Sc1nnc(C2CC2)n1C1CC1)C(=O)Nc1cccc(S(=O)(=O)N(C)C)c1 (stereo not drawn)	1%	-2.9	11	-3%	i	-6%	?	5
O=C(NNC1CC(=O)N(c2ccc(Br)cc2)C1=O)c1cccs1 (stereo not drawn)	0%	0.8	23	2%	i	-53%[inhibitor]	1%	-2
Cc1ccc(S(=O)(=O)N(C)c2ccc(OCC(=O)NCc3ccco3)cc2)cc1	4%	-4.2	?	-18%	.	-1%	-1%	-2
O=C(O)Cc1cc(=O)[nH]n(-c2ccccc2)c1=O	9%	0.2	3	1%	i	i	.	4
Cc1sc2c(=O)n3c(nc2c1C(=O)NC1CCCCC1)CCCCC3	1%	2.4	10	-3%	i	-5%	1%	2
Cc1ccc(C(CC(N)=O)c2ccco2)cc1 (stereo not drawn)	0%	2.3	7	10%	i	i	-1%	0
CCCNC(=O)c1ccc(Cl)cc1Cl	0%	0.7	16	6%	i	i	1%	7
Cc1cccc(-c2ncc(CN3CCC(CO)(CCCc4ccccc4)CC3)cn2)c1	8%	-2.6	1	-19%	i	-87%[inhibitor]	0%	-7
O=C(NCC1CC1)NC(=O)c1ccccc1F	-5%	0.7	-17	-8%	i	-28%	.	-7
CC(=O)c1cc(NC(=O)c2ccccc2)c(=O)oc1C	5%	-1.5	3	6%	i	-16%	2%	-2
CC1=C(C(=O)OC(C)C)C(c2cccnc2)C2=C(CCCC2=O)N1 (stereo not drawn)	9%	-1.0	-22	-4%	i	1%[57.5 µM]	0%	-14
CCOC(=O)N1CCN(CC(O)COc2ccc3c(c2)CCC3)CC1 (stereo not drawn)	-6%	-0.8	-9	2%	i	-5%	1%	-6
CC(C)N1CCC(C)(C(=O)Nc2ccc(-n3cccc3)cc2)C1 (stereo not drawn)	8%	-0.1	?	1%	i	-2%	.	-21
O=C(O)c1ccc(N2CCN(C(c3ccccc3)c3ccccc3)CC2)c([N+](=O)[O-])c1	2%	-0.3	-9	-28%	i	-19%	1%	-1
CC(=NC(C)C)C1=C(O)C(C)OC1=O (stereo not drawn)	2%	-1.5	11	23%	i	-15%	1%	2
COC(=O)c1ccc(N2CCOCC2)c(NC(=O)c2cc3ccccc3o2)c1	4%	1.0	-2	3%	i	i	.	5
Cc1ccc(-c2nn3c(C)nnc3c3ccccc23)cc1S(=O)(=O)N1CCN(CCO)CC1	0%	0.9	-5	7%	i	8%[57.5 µM]	-4%	0
Cn1cc([N+](=O)[O-])c(C(=O)NNC(=O)c2ccc([N+](=O)[O-])cc2)n1	1%	0.2	-4	-1%	i	i	3%	-1
CN(C)c1ccc(N=c2sc3ccccc3n2C)cc1	23%	0.7	7	13%	i	-12%[57.5 µM]	0%	4

Reprinted from the part before: seven compounds, then new ones.
SMILES	EPAC2 agonist	CCT modulator	DRD3 antagonist	EPAC2 antagonist	pAkt inh	PTHR1 ag	MmCpn inh	D3 ag
CC(C)N1CCC(C)(C(=O)Nc2ccc(-n3cccc3)cc2)C1 (stereo not drawn)	8%	-0.1	?	1%	i	-2%	.	-21
O=C(O)c1ccc(N2CCN(C(c3ccccc3)c3ccccc3)CC2)c([N+](=O)[O-])c1	2%	-0.3	-9	-28%	i	-19%	1%	-1
CC(=NC(C)C)C1=C(O)C(C)OC1=O (stereo not drawn)	2%	-1.5	11	23%	i	-15%	1%	2
COC(=O)c1ccc(N2CCOCC2)c(NC(=O)c2cc3ccccc3o2)c1	4%	1.0	-2	3%	i	i	.	5
Cc1ccc(-c2nn3c(C)nnc3c3ccccc23)cc1S(=O)(=O)N1CCN(CCO)CC1	0%	0.9	-5	7%	i	8%[57.5 µM]	-4%	0
Cn1cc([N+](=O)[O-])c(C(=O)NNC(=O)c2ccc([N+](=O)[O-])cc2)n1	1%	0.2	-4	-1%	i	i	3%	-1
CN(C)c1ccc(N=c2sc3ccccc3n2C)cc1	23%	0.7	7	13%	i	-12%[57.5 µM]	0%	4
Cc1ccccc1C(=O)N/C(=C/c1ccc(-c2cccnc2Cl)o1)C(=O)NCCCN1CCN(C)CC1	1%	2.6	?	13%	i	3%	-5%	-1
Fc1cccc(F)c1[B-](F)(F)F	3%	5.4	43	11%	i	1%	.	15
COc1ccc(NC2CCCN(C(=O)CCN3CCCC3=O)C2)cc1 (stereo not drawn)	-10%	-2.2	-11	-1%	i	i	1%	4
O=C(c1ccccc1)N1CCN(c2ncnc3c(-c4ccccc4)nsc23)CC1	10%	-2.7	4	-4%	i	-1%	0%	3
Cn1cnnc1Sc1ccc(S(C)(=O)=O)cc1[N+](=O)[O-]	4%	0.1	-79*	3%	i	i	0%	4
Cc1cc(N2CCCCC2)nc(SCc2ccc(C#N)cc2)n1	11%	-1.1	?	-19%	i	-4%[57.5 µM]	0%	0
O=C(NCC(=O)N(Cc1ccco1)C(C(=O)NC1CCCC1)c1ccncc1)c1cccs1 (stereo not drawn)	4%	0.2	5	-1%	i	i	-2%	1
N#Cc1nc(-c2cccs2)oc1NCCCN1CCOCC1	22%	-0.6	-10	-3%	i	i	-7%	-13
CCCOC1CCCN(C(=O)c2cc(COc3c(F)cccc3F)on2)C1 (stereo not drawn)	-9%	1.9	13	-2%	i	-18%	-7%	2
CC(=O)c1cccc(NC(=O)Nc2ccc(C(=O)N3CCOCC3)cc2)c1	3%	-1.6	-25	9%	i	25%[57.5 µM]	4%	1
FC(F)(F)c1ccc(N2CCN(c3cc(-c4ccccc4)nc4ncnn34)CC2)nc1	-17%	3.3	19	11%	i	-79%[inhibitor][57.5 µM]	-7%	8
COc1ccc(NC(=O)Cc2coc3cc(C)ccc23)cn1	-6%	0.5	9	-6%	i	i	0%	5

Single records (already shown):
`Fc1cccc(F)c1[B-](F)(F)F` is listed with EPAC2 agonist = 3%; CCT modulator = 5.4; DRD3 antagonist = 43; EPAC2 antagonist = 11%; pAkt inh = i; PTHR1 ag = 1%; MmCpn inh = .; D3 ag = 15
`Cn1cnnc1Sc1ccc(S(C)(=O)=O)cc1[N+](=O)[O-]` is listed with EPAC2 agonist = 4%; CCT modulator = 0.1; DRD3 antagonist = -79*; EPAC2 antagonist = 3%; pAkt inh = i; PTHR1 ag = i; MmCpn inh = 0%; D3 ag = 4

(more compounds)
SMILES	EPAC2 agonist	CCT modulator	DRD3 antagonist	EPAC2 antagonist	pAkt inh	PTHR1 ag	MmCpn inh	D3 ag
Cn1c(=O)n(Cc2ccc(F)cc2)c(=O)c2c1nc1n2CCCN1C1CCCCC1	2%	-1.0	-99*	-6%	i	-14%[57.5 µM]	-1%	1
O=C(Nc1cccnc1)Nc1ccccn1	6%	-1.5	-22	4%	i	i	?	2
O=C(c1cc(COc2ccc(F)cc2Cl)on1)N1CCc2sccc2C1	10%	-0.2	22	-8%	i	-20%	3%	-3
O=C(NCc1ccccc1)c1ccc(NC(=O)C2CCCCC2)cc1	-1%	-1.4	-1	-5%	i	-1%	.	14
COc1ccc(N2CCN(C(=O)c3cccc(N4C(=O)C5C6C=CC(C6)C5C4=O)c3)CC2)cc1 (stereo not drawn)	-2%	-0.9	20	-1%	i	-34%	2%	-12
COc1cccc(NC(=O)NC(=O)c2c(C)cc(Cl)nc2Cl)c1	5%	-0.3	-7	3%	i	-4%	2%	-9
CC(=O)/C=C1\OCc2cc(OCc3ccccc3)ccc21	11%	.	6	1%	i	-41%[inhibitor]	.	4
CC1(C)CC(CC(=O)Nc2ccccn2)C(=O)O1 (stereo not drawn)	-1%	-2.3	-8	-6%	i	i	1%	22
Cc1ccc(C)c(OCCC(=O)OCC(=O)N(C)c2c(N)n(Cc3ccccc3)c(=O)[nH]c2=O)c1	0%	-0.5	-17	-26%	i	i	-1%	1
Cc1oc2nc(SCCCC(=O)NCCCO)nc(N)c2c1C	5%	2.0	14	11%	i	-4%	1%	-4
COc1ccccc1N1CCN(c2nc(-c3ccccc3)cc(C(F)(F)F)n2)CC1	6%	-0.1	0	-5%	i	-27%[57.5 µM]	-3%	2
Cc1cc(C)c(OCC(=O)Nc2nc(-c3ccccn3)cs2)c(C)c1	4%	3.0	8	-7%	i	-11%	-3%	8
Cc1ccc2c(CN(C)Cc3ccccc3)cc(=O)oc2c1	14%	-1.1	0	-5%	i	-17%	.	19
COc1cccc(C(=O)NCC(=O)N/N=C(C)\C=C\c2ccccc2)c1	4%	-2.0	1	3%	i	-3%	0%	2
CSc1ccc(CN2CCC(C)(Oc3cnc(Cl)c4ccccc34)C2)cc1 (stereo not drawn)	8%	0.2	-10	10%	i	-37%[inhibitor]	.	-9
Cc1ccc(S(=O)(=O)N2CCN(C(=O)CSc3nc4ccccc4c(=O)[nH]3)CC2)c(C)c1	4%	-1.1	5	0%	i	-13%	.	8
CCNc1nc(NCC)nc(SCCOC(=O)c2ccccc2)n1	8%	0.2	33	-2%	i	-11%	1%	0
CN1CCN(Cc2c(C(=O)N3CCc4ccccc4C3)nc3ccc(Cl)cn23)CC1	2%	1.1	-16	-4%	i	5%	0%	-5
Oc1ccc(Cl)cc1/C=N/c1nc2ccccc2[nH]1	-7%	1.7	-7	1%	i	-28%	2%	-1
COC(=O)c1c(NC(=O)CSc2nnnn2-c2ccccc2)sc2c1CCCC2	-4%	-2.0	6	11%	i	-3%	-1%	7

High-throughput results as filed in PubChem.
